SSB-PriA inh – inhibitors of Klebsiella pneumoniae PriA binding to SSB C-terminal tail, primary screen, biochemical, AlphaScreen. PriA–SSB C-terminal tail interaction (Klebsiella pneumoniae). inhibition, % at 33 µM. 430,000 tested, 0.6% active. AlphaScreen SSBct-PriA binding, biotinylated peptide; in the data active means inhibition mostly above about 37%, no sharp cut-off; inactive means mostly below about 20%;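 further: plate controls were negative control peptide for no effect and reference peptide for full effect; strong numbers were not always called active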
An asterisk follows results filed as active; & = joins results of further samples. Not all compounds are listed, so the mix of outcomes need not match the whole.

SMILES	SSB-PriA inh
Cc1ccc(S(=O)(=O)N2CCCC(c3nnc(-c4ccc5c(c4)OCO5)o3)C2)cc1C (stereo not drawn)	-6.0
O=S(=O)(Nc1ccc(Cl)c(Cl)c1)c1cccc2cccnc12	14.0
CC1CCCC(C)N1C(=O)c1cc2cc(Cl)cc(Cl)c2oc1=O (stereo not drawn)	-9.0
COc1ccc(CCNC(CC(=O)Nc2ccc(F)cc2F)C(=O)O)cc1OC (stereo not drawn)	0.0
NC(=O)NN=Cc1c(O)ccc2oc3c(c12)CCCC3	3.5
CCNc1nc(NCC)nc(Sc2ccc([N+](=O)[O-])cc2[N+](=O)[O-])n1	-6.0
CSc1ccccc1NC(=O)C(=O)NCc1ccc(C(=O)c2cccs2)s1	8.0
Cc1cc2cc(CNC(=O)c3ccccc3C)ccc2[nH]1	0.0
CCOc1ccc(C=NNC(=O)CN2CCSCC2)cc1	-11.8
CCOc1ccc(CC(=O)Nc2ccc(Cl)c(N3CCCS3(=O)=O)c2)cc1	-4.0
CCCC(=O)N(Cc1ccccc1)c1nnc(C23CC4CC(CC(C4)C2)C3)s1	-3.0
Cn1nc(CN(C2CCCC2)S(=O)(=O)/C=C/c2ccccc2)cc1C1CC1	-29.0
O=S(=O)(NCC1CCN(C2CCCC2)CC1)c1ccc(F)c(Cl)c1	-31.0
O=C(Nc1ccc(-c2cn3ccsc3n2)cc1)c1ccc(-n2cncn2)nn1	-24.0
COc1ccc(OC)c(-c2csc(NC(=O)c3ccc(S(=O)(=O)C(C)C)cc3)n2)c1	7.0

Looked up one by one from above (four):
SMILES	SSB-PriA inh
Cn1nc(CN(C2CCCC2)S(=O)(=O)/C=C/c2ccccc2)cc1C1CC1	-29.0
O=S(=O)(NCC1CCN(C2CCCC2)CC1)c1ccc(F)c(Cl)c1	-31.0
O=S(=O)(Nc1ccc(Cl)c(Cl)c1)c1cccc2cccnc12	14.0
CCOc1ccc(CC(=O)Nc2ccc(Cl)c(N3CCCS3(=O)=O)c2)cc1	-4.0

Continuation:
SMILES	SSB-PriA inh
Cc1nn(C2CCS(=O)(=O)C2)c2nc(-c3ccco3)cc(C(=O)N3CCCC3)c12 (stereo not drawn)	-2.0
c1ccc2sc(OCC3CCNCC3)nc2c1	2.0
O=C(NC1CCC(Oc2ncccn2)CC1)c1ccc(N2CCOCC2)cc1 (stereo not drawn)	-10.0
O=C(CSC1CCCC1)NCC1CCN(Cc2ccsc2)CC1	3.0
CSc1ncc(C(=O)Nc2ccc(C)cc2)c(=O)n1C	-7.0
c1ccc(-c2nnc3sc(-c4ccccn4)nn23)cc1	45.4
Nc1ccc2c(c1)CCC(=O)N2Cc1ccccc1	28.0
O=c1ccc(-c2ccco2)nn1CCCNS(=O)(=O)c1ccc(F)cc1	-9.0
CC(=O)Nc1cccc(NC(=O)CSc2nc(CC(=O)NCCCc3ccccc3)cs2)c1	-3.0
CCCS(=O)(=O)N1CCCc2cc(NC(=O)c3cccc(C(F)(F)F)c3)ccc21	-3.0
CCc1cccc2sc(N(CCCn3ccnc3)C(=O)c3cccc(OC)c3OC)nc12	42.0*
O=C(Nc1cnc(-n2cccn2)nc1)c1cccnc1	-10.0
O=C(O)C1CS(=O)(=O)CN1C(=O)c1ccco1 (stereo not drawn)	0.0
Cc1ccc(OCC(=O)N[C@@H](C)c2ccccc2)c(C)c1	-15.0
CS(=O)(=O)C1CCN(C(=O)c2cnccn2)CC1	-2.0

No new results follow: four of the compounds above.
SMILES	SSB-PriA inh
O=C(Nc1cnc(-n2cccn2)nc1)c1cccnc1	-10.0
O=C(O)C1CS(=O)(=O)CN1C(=O)c1ccco1 (stereo not drawn)	0.0
Cc1ccc(OCC(=O)N[C@@H](C)c2ccccc2)c(C)c1	-15.0
CS(=O)(=O)C1CCN(C(=O)c2cnccn2)CC1	-2.0

The list goes on:
SMILES	SSB-PriA inh
O=C(c1cnn(-c2ccccc2)n1)N1CCC(n2ccnn2)C1 (stereo not drawn)	6.0
COc1ccc2nc(-c3ccc(NC(=O)c4ccc(OC)c(OC)c4)cc3)cn2n1	2.0
O=C(NCCS(=O)(=O)N1CCN(Cc2ccccc2)CC1)C1CC1	-5.0
N#C/C(=C\c1ccc(-c2cccc(C(F)(F)F)c2)o1)C(=O)Nc1ccc(Cl)cc1Cl	3.0
COc1ccc(-n2nnnc2CNC(=O)c2cc(Cl)ccc2[N+](=O)[O-])cc1	-5.0
COc1ccc(C2C(=C(O)c3ccccc3)C(=O)C(=O)N2C)c(OC)c1 (stereo not drawn)	1.6
O=C(NN=Cc1ccc(O)cc1)c1ccc(NC(=O)c2ccccc2Br)cc1	-6.6
Cc1noc(C2CN(C(=O)c3ccc(S(=O)(=O)N4CCOCC4)cc3)C2)n1	-10.0
COc1cc(C(=O)Oc2ccc(C=NNC(=O)c3ccncc3)cc2)cc(OC)c1OC	1.7
O=S(=O)(NCC1CCCN1c1nccs1)c1ccccc1C(F)(F)F (stereo not drawn)	-2.0
O=Cc1ccc(OC(=O)CC2SC(=O)NC2=O)cc1 (stereo not drawn)	2.0
O=C(NN=Cc1cc([N+](=O)[O-])c(N2CCOCC2)cc1N1CCOCC1)c1cccnc1	-12.9
S=C(Nc1ccccc1)Nc1ccc2nc(-c3ccccn3)c(-c3ccccn3)nc2c1	47.2
CCOc1ccc(-c2cc(C(=O)Nc3ccc(S(=O)(=O)N4CCCCC4)cc3)no2)cc1	-15.0
O=C(Cn1cnc([N+](=O)[O-])n1)NN=Cc1cccc2ccccc12	0.7
CS(=O)(=O)c1ccc(N)c([N+](=O)[O-])c1	0.0
O=C(CSc1nc(-c2ccccc2)cc(=O)[nH]1)N1N=C(c2cccs2)CC1c1ccc(F)cc1 (stereo not drawn)	6.0
O=C(Cn1c(=O)[nH]c2ccccc2c1=O)Nc1ccc2cn[nH]c2c1	0.0
CC(=O)N1CCc2c(sc(NC(=O)C3(c4ccc(Cl)cc4)CCCC3)c2C#N)C1	0.0
O=C1CCC(=O)N1CC(=O)N(Cc1cccnc1)c1nc2cc3c(cc2s1)OCO3	-14.0
CC(=NNC(=O)c1ccccc1C)c1ccc(NC(=O)c2cccs2)cc1	-10.0
CC(=O)Nc1ccc(S(=O)(=O)N2CCC[C@H](Cc3nc(-c4cnccn4)no3)C2)cc1	-7.0
O=C(c1ccco1)N1CCc2ccc(NS(=O)(=O)c3cc(F)ccc3F)cc2C1	-16.0
Cc1nc2c(-c3ccccc3)cnn2c(NCc2cccnc2)c1C	9.0
CCc1ccc(/C=C2\SC(=S)N(CCCC(=O)NNC(=O)c3cccnc3)C2=O)cc1	-3.0
COc1ccc(NC(=O)c2ccc(-c3ccc(C)o3)cc2)cc1	-4.0
Cn1nc(CN(Cc2ccco2)C(=O)c2ccc(OC(F)(F)F)cc2)c2c1CCC2	-2.0
CNC(=O)CSc1nc2c(c(C(F)(F)F)c1C#N)CC(C(C)(C)C)CC2 (stereo not drawn)	-1.0
CC12CCC(C(=O)N(c3ccccc3)c3ccccc3)(CC1=O)C2(C)C (stereo not drawn)	-3.0&-2.0
O=C(C[C@H](NCc1ccco1)C(=O)O)Nc1ccc(F)cc1F	0.0
CC(=NNC(=O)CNC(=O)c1cccnc1)c1ccco1	-5.3
N#Cc1ccccc1NC(=O)C(=O)NCCc1ccc(N2CCCC2)cc1	-18.0
CN1CCN(c2ccc(-c3ccc(NC(=O)Nc4ccc5c(c4)OCO5)cc3)nn2)CC1	2.0
Cc1cc(-c2nnc(NC(=O)C3CC(=O)N(c4ccc(C)c(C)c4)C3)o2)n(C)n1 (stereo not drawn)	22.0
COc1cc(C(=O)Nc2cc(C)on2)on1	-3.0
CCOc1cc(C=NO)cc(Br)c1OC	-10.4
O=C(NN=Cc1ccc[nH]1)c1cc2ccccc2cc1O	3.1
O=C(Nc1ccc(Nc2ccc(-n3cccn3)nn2)cc1)c1cccs1	33.0
CC(=O)Nc1ccc(C(=O)N2CC[C@H](S(=O)(=O)C(C)(C)C)C2)cc1	-24.0
Cn1c2ccccc2c2cc(C=NNC(=O)c3cc(O)ccc3O)ccc21	12.1
COc1cccc(-c2cc(C(=O)N3CCN(C(=O)c4cnn5ccccc45)CC3)[nH]n2)c1	-12.0
Cc1ccc(-n2ncc3c(=O)[nH]c(SC/C=C/c4ccccc4)nc32)cc1	-3.0
Cn1cc(-c2ccco2)nc1CCNC(=O)c1ccccc1C(F)(F)F	-6.0
O=C(Cn1c(=O)oc2ccccc21)NCCn1nc(C(F)(F)F)cc1C1CC1	-8.0
COc1ccc(S(=O)(=O)CCCC(=O)Nc2cc(C)nn2C)cc1	0.0

The list goes on, overlapping the part above by two compounds.
SMILES	SSB-PriA inh
O=C(Cn1c(=O)oc2ccccc21)NCCn1nc(C(F)(F)F)cc1C1CC1	-8.0
COc1ccc(S(=O)(=O)CCCC(=O)Nc2cc(C)nn2C)cc1	0.0
Cc1ccc2nc(C3CN(S(C)(=O)=O)C3)[nH]c2c1	3.0
S=C(NCCc1ccccc1)NN=Cc1c(Cl)cccc1Cl	-7.7
CC(=NNc1ccc(Cl)c(C(=O)O)c1)c1ccc2c(c1)OCO2	-6.5
CCc1cnc2c(c1OC)c(=O)n(CC(=O)NCc1ccccc1)c(=O)n2C	0.0
CCOC(=O)N1CCN(C(=O)c2sc(NC(=O)Nc3cccc(Cl)c3)nc2C)CC1	8.0&8.0
COC(=O)N1CCc2c(sc(NC(=O)c3cccc(N4C(=O)CCC4=O)c3)c2C#N)C1	-11.0
O=C(Nc1cnoc1)c1ccccc1Br	-3.0
C=CCNS(=O)(=O)c1sccc1C=NO	1.3
COCc1c(C(=O)NN=Cc2cccs2)nnn1-c1nonc1N	-4.7
O=C(COc1cccc2ccccc12)NN=C/C=C/c1ccccc1	-6.0
Cc1cc(C)nc(NC(=O)NCCCSc2nc3ccccc3o2)n1	-4.0
CCCOc1cc(S(=O)(=O)n2ccnc2)ccc1Cl	-5.0
CCCN1CCCc2cc(CCNS(C)(=O)=O)ccc21	70.0*
CC[C@@H](C(=O)O)n1cnc2ccccc2c1=O	-13.0
CC(C)(C)NC(=O)NCCN1CCC(O)CC1	0.0
COc1ccnc(Oc2ccc(F)cc2)c1C(=O)NC=NOCc1c(Cl)cccc1Cl	4.8
CCN(CC)c1ccc(NC(=O)c2ccc(=O)n(C)n2)c(C)c1	6.0
N#Cc1cc(Br)ccc1O	-8.0
O=C(Cn1nnc(-c2ccccc2Cl)n1)NN=Cc1ccc(-c2cccc(Cl)c2)o1	-6.8
O=C(c1cc2ccccc2oc1=O)N1CCN(c2ncnc3c2nnn3-c2ccccc2)CC1	2.0
O=C(CCc1cccc(Oc2ccc(F)cc2)c1)N1Cc2cnc(N3CCOCC3)nc2C1	6.0
COC(=O)C1CC(Oc2ccccc2F)CN1C(=O)c1sc(C)nc1C (stereo not drawn)	-4.0
O=[N+]([O-])c1ccc(NN=Cc2cccnc2)cc1	-9.3
O=C(NCc1cccnc1)c1nc(-c2nc(-c3ccncc3)no2)cs1	-8.0
CCOc1ccccc1NC(=O)c1nn(-c2ccc(F)cc2)cc1OC	-2.0
CCOc1cc(C=NNC(=O)C(=O)NCc2ccc3c(c2)OCO3)ccc1OCC(=O)N1CCOCC1	6.8
Cc1noc(C)c1CCC(=O)N1CCN(C(=O)c2cnn3c2CCCC3)CC1	5.0
Cc1cc(OC2CN(S(=O)(=O)c3cc4c5c(c3)CCN5C(=O)CC4)C2)cc(=O)n1C	-1.0
CC(=O)c1cccc(NC(=O)C[C@@H](C(=O)O)N(C)C)c1	13.0
O=C(c1ccncc1)N1CCc2cc(S(=O)(=O)NC3CCCC3)ccc21	-4.0
CC(=O)Nc1nnc(-c2cccc(C)c2)o1	-8.0
CCOc1ccc(CCNC(=O)c2c(O)c3ccccc3[nH]c2=O)cc1OCC	-2.0
O=C1NN=CN2N=C(c3ccccc3)CC12 (stereo not drawn)	-4.0
Cc1nc(SCc2ccccc2)[nH]c(=O)c1CC(=O)Nc1ccc(OC(F)(F)F)cc1	-14.0
O=C(Cc1csc(NC(=O)C2CCC(=O)N2)n1)Nc1ccc2c(c1)OCO2 (stereo not drawn)	1.0
Cc1ccc(N2C(=O)C3C4C=CC(C3C2=O)C2C(=O)N(c3ccc(C)c(C)c3)C(=O)C42)cc1C (stereo not drawn)	-10.0
CC(C)n1cc(C(N)=NO)c(=O)n(Cc2ccccc2)c1=O	1.1
COc1ccc(-c2nc(C(N)=O)c3[nH]c(=O)n(-c4ccc(C(C)(C)C)cc4)c3n2)cc1OC	6.0
CC(=NNC(=O)c1cc(-c2ccc(Cl)s2)[nH]n1)c1ccco1	5.0
CCOc1ccc(NC(=O)C(C)Cn2cncn2)cc1 (stereo not drawn)	2.0
O=C(CN1CCN(c2ccccc2)C1=O)N(CCc1ccccc1)Cc1ccccc1	3.0
O=C(c1nc2ccccc2s1)N(Cc1cnc2ccccn12)C1CC1	-10.0
COc1ccc(Cl)cc1-n1c(N)c(C(=O)NCc2ccco2)sc1=S	3.0
COc1ccccc1OCC(=O)Nc1ccc2c(c1)CN(C(=O)c1ccccc1)CC2	-3.0
O=S(=O)(NCCC(O)c1cc2ccccc2o1)c1cccs1 (stereo not drawn)	0.0
Cc1cc(N2CCCCC2)nc(CNS(=O)(=O)c2cc(C)c(C)cc2C)n1	-17.0
COc1cc(/C=C2\SC(=S)N(CC(=O)O)C2=O)cc([N+](=O)[O-])c1O	-5.0
Cc1nc2ccccc2c(=O)n1N=Cc1ccc(F)cc1	-5.8
COC(=O)C1C(=O)NC(SCC(=O)NCc2ccccc2)=C(C#N)C1c1ccc(C(C)C)cc1 (stereo not drawn)	-2.0&2.0
Cc1ccc(S(=O)(=O)N2CCc3ccc(NC(=O)c4cc5ccccc5oc4=O)cc3C2)cc1	2.0
CN(C)CC1CSCCCN1S(=O)(=O)Cc1ccc(C(F)(F)F)cc1 (stereo not drawn)	-8.0
Fc1cc(F)c2ncccc2c1	21.0
O=C(Cn1nc(-c2ccco2)n(C2CC2)c1=O)Nc1cccnc1	-4.0
Cc1nc(CC(=NN)c2ccc(O)cc2O)cs1	-0.9
O=C(Nc1cnn(C2CCOCC2)c1)Nc1cccs1	-8.0

Source: PubChem BioAssay
